Screens: PubChem BioAssay, NCI
mec2-1 = NCI yeast anticancer drug screen, S. cerevisiae mec2-1 strain; growth inhibition, % at 50 µM; 79,000 compounds, 9% hits;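 also: 0% = growth of vehicle-only cultures of the same strain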
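Vehicle-treated cultures served as reference for growth inhibition of compound-exposed mec2-1 yeast.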
yeast cln2 rad14 = NCI yeast anticancer drug screen, S. cerevisiae cln2 rad14 strain; growth inhibition, % at 50 µM; 78,000 compounds, 8.3% hits; AID 165;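 also: 0% = growth of vehicle-only cultures of the same strain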
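Yeast strain cln2 rad14, bearing defects in cell cycle control and DNA repair, serves as the test system; values reflect growth inhibition compared with vehicle.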
sgs1 mgt1 = NCI yeast anticancer drug screen, S. cerevisiae sgs1 mgt1 strain; % growth inhibition at 50 µM; 78,000 compounds, 10% hits;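 also: 0% = growth of vehicle-only cultures of the same strain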
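Genetically altered yeast, compound exposure, growth inhibition relative to vehicle.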
bub3 = NCI yeast anticancer drug screen, S. cerevisiae bub3 mutant strain; % growth inhibition at 50 µM; 78,000 compounds, 9.9% hits;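 also: 0% = growth of vehicle-only cultures of the same strain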
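Readout: yeast growth inhibition, expressed relative to vehicle-only wells. The test organism is a mutant strain from a panel with lesions in DNA repair or checkpoint genes.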
rad50 = NCI yeast anticancer drug screen, S. cerevisiae rad50 strain; 79,000 compounds, 10% hits; % growth inhibition at 50 µM;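 also: 0% = growth of vehicle-only cultures of the same strain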
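Readout: growth inhibition relative to vehicle-treated cultures. Compound exposure was carried out in a genetically defined yeast strain deficient in DNA damage repair.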
mlh1 rad18 = NCI yeast anticancer drug screen, S. cerevisiae mlh1 rad18 strain. % growth inhibition at 50 µM. 79,000 compounds, 11% hits;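 also: 0% = growth of vehicle-only cultures of the same strain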
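In this whole-cell yeast screen, a strain with altered DNA damage repair is challenged with compound, and its growth is measured against matched vehicle-treated controls.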
* hit, by the source's call; & = joins results of further samples. Rule as the data show it: active = growth inhibition above about 70%; inactive = the rest. Compounds were not picked by outcome; about 14% have a hit in one of these screens.

SMILES | mec2-1 | yeast cln2 rad14 | sgs1 mgt1 | bub3 | rad50 | mlh1 rad18
C=C1C(=O)OC2C3[C@@]4(C)O[C@H]4[C@H]4O[C@@]34[C@](C)(O)CC(OC(C)=O)[C@@H]12 (stereo not given in full) | -30.6 | -7.5 | -7.3 | -24.4 | -16.4 | -22.1
CCOC(=O)/C(C)=C(/C)Nc1ccccc1 | 3.8 | -28.9 | -1.2 | -10.1 | 1.4 | 2.7
CC[N+](C)(CC)CCNc1cc2c(c3c(=O)c4ccccc4sc13)CCCC2 | 99.7* | 99.2* | 99.1* | 99.0* | 99.2* | 99.0*
CC1CN=C(c2ccccn2)C(c2ccccn2)=N1 (stereo not given) | 6.6 | -1.1 | 14.5 | 17.4 | 4.8 | 10.2
CC(C)(C)c1ccc(SCC#CCOc2ccc(Cl)cc2)cc1 | 4.2 | -23.6 | -4.8 | -7.3 | -6.2 | -20.4
O=C(COc1ccc(Cl)cc1)NN1CCCCCC1 | 2.7 | 0.6 | 0.8 | 9.4 | 3.4 | 2.8
Cc1ccc(S(=O)(=O)N(CC(O)c2ccccc2)CC(O)c2ccccc2)cc1 (stereo not given) | -1.7 | 3.5 | -18.2 | 4.0 | -4.0 | -8.0
COc1ccc(C(C#N)NNc2nc(C)cc(=O)[nH]2)cc1OC (stereo not given) | -47.5 | -19.6 | -43.2 | -30.9 | -60.1 | -47.0
C=Cc1cc(=O)oc2cc(OC)ccc12 | 86.2* | 72.2* | 61.2 | 93.2* | 71.4* | 93.8*
O=C(CCC(=O)Nc1ccccc1[N+](=O)[O-])CC(=O)c1ccc(Br)cc1 | 7.8 | 9.3 | -3.0 | -13.1 | 4.8 | 6.2
COC(C(O)c1ccc2c(c1)OCO2)P(=O)(c1ccccc1)c1ccccc1 (stereo not given) | 17.4 | 10.2 | 11.2 | 7.6 | 11.6 | 17.6
CCCCCCCCC1C(C)(c2ccccc2)CC1(C)c1ccccc1 (stereo not given) | 4.5 | 6.2 | 2.2 | -7.2 | -5.1 | -25.0

By substructure, the entries above containing an aryl methoxy group
SMILES | mec2-1 | yeast cln2 rad14 | sgs1 mgt1 | bub3 | rad50 | mlh1 rad18
COc1ccc(C(C#N)NNc2nc(C)cc(=O)[nH]2)cc1OC (stereo not given) | -47.5 | -19.6 | -43.2 | -30.9 | -60.1 | -47.0
C=Cc1cc(=O)oc2cc(OC)ccc12 | 86.2* | 72.2* | 61.2 | 93.2* | 71.4* | 93.8*

(listing goes on)
SMILES | mec2-1 | yeast cln2 rad14 | sgs1 mgt1 | bub3 | rad50 | mlh1 rad18
CSc1nc(=O)cnn1C | -8.6 | -0.5 | -15.6 | -49.2 | -22.3 | -5.3
Nc1nc(N)c(N=O)c(N)n1 | -8.8 | 21.0 | 0.6 | 3.5 | -10.9 | 15.2
S=c1[nH]nc(Nc2ccccc2Cl)s1 | 32.4 | 43.2 | 79.8* | 57.0 | 57.5 | 47.9
CCOC(=O)c1[nH]c(Cc2[nH]c(Cc3[nH]c(C(=O)OCC)c(C)c3C(=O)OCC)c(C(=O)OCC)c2C)c(C(=O)OCC)c1C | 21.2 | 37.5 | 45.2 | 24.7 | 36.1 | 8.6
COc1cc(C=Nc2ccc(N3CCOCC3)cc2)ccc1O | -3.5 | -18.6 | -8.4 | 12.6 | -1.1 | -1.2
CCC(C)C(N)C1=NC(C(=O)NC(CC(C)C)C(=O)NC(CCC(=O)O)C(=O)NC(C(=O)NC2CCCCNC(=O)C(CC(N)=O)NC(=O)C(CC(=O)O)NC(=O)C(Cc3cnc[nH]3)NC(=O)C(Cc3ccccc3)NC(=O)C(C(C)CC)NC(=O)C(CCCN)NC2=O)C(C)CC)CS1 (stereo not given) | -24.9 | 25.6 | 0.2 | -15.2 | 12.9 | -7.3
Cc1ccc(-c2cc(=O)c3cc(C)c(C)c(C(=O)O)c3o2)cc1C | 20.6 | 23.5 | 30.5 | 6.2 | 11.6 | 20.7
Cc1cc(C(N)=O)c(C(N)=O)c(=O)[nH]1 | 2.0 | -7.5 | 0.0 | -14.2 | -13.1 | 15.8
O=C(O)CCCCC1CCC(C(=O)CCCC(=O)O)CC1 (stereo not given) | -12.3 | -41.8 | -6.2 | 11.4 | -1.4 | -24.6
Nc1ccccc1SC1CC(=O)N(c2ccc(Oc3ccc(Cl)cc3)cc2)C1=O (stereo not given) | 12.2 | -12.2 | 13.8 | -0.1 | 25.6 | 2.5
COc1ccc2c3c1OC1CC(O)C=CC31CCN(C)C2 (stereo not given) | -13.3 | 0.6 | -12.1 | -14.0 | -18.8 | -21.1
Cc1cccc(NC2=C(C#N)C(=O)NC3(CCCC3)S2)c1 | -12.9 | 14.2 | 22.1 | 24.6 | 7.7 | 28.6

An excerpt of these results, with two lines to a compound:
Results follow in this order: mec2-1 | yeast cln2 rad14 | sgs1 mgt1 | bub3 | rad50 | mlh1 rad18
- COc1ccc2c3c1OC1CC(O)C=CC31CCN(C)C2 (stereo not given)
    -13.3 | 0.6 | -12.1 | -14.0 | -18.8 | -21.1
- O=C(O)CCCCC1CCC(C(=O)CCCC(=O)O)CC1 (stereo not given)
    -12.3 | -41.8 | -6.2 | 11.4 | -1.4 | -24.6

Continued:
SMILES | mec2-1 | yeast cln2 rad14 | sgs1 mgt1 | bub3 | rad50 | mlh1 rad18
C/C=C/C=C/C(=O)OCC | -2.2 | -2.4 | -16.4 | 15.2 | 31.8 | 14.3
CC(=O)N(C(C)=O)c1ccc2c(c1)Cc1ccccc1-2 | -12.9 | 3.9 | 17.4 | 35.3 | 14.9 | 15.1
CC1=C(C)C(=O)C2=C(OCCO2)C1=O | -3.2 | 3.4 | 29.8 | 59.4 | 1.0 | 26.0
NNC(=O)C(=O)N/N=C1\CCC(=O)CC1C(=O)CCC(=O)Nc1ccc(Cl)cc1 (stereo not given) | 1.1 | -9.3 | -16.6 | -0.8 | 10.3 | -17.5
COC(CC1(OC)OC(=O)C=C1N)OC (stereo not given) | 20.1 | -28.3 | -12.7 | 16.8 | -7.0 | -3.0
O=S(=O)(O)C(O)CCc1ccccc1 (stereo not given) | 4.5 | 9.5 | -9.2 | 6.8 | 10.9 | 0.9
CCOC(=O)CC1(O)C(=O)N(Cc2ccccc2)c2ccccc21 (stereo not given) | -0.1 | 0.4 | 7.5 | 19.8 | 15.6 | -15.1
O=C(O)C1C2CC3C(OC(=O)C31)C2Br (stereo not given) | -4.3&16.8&2.8 | -25.1&-98.7&-24.1 | 6.9&2.5&-22.2 | 11.8&10.9&-47.9 | 9.9&4.1&11.9 | 32.0&18.6&11.2
O=C(CC1C(=O)Nc2ccccc2S1(=O)=O)Nc1ccc(Cl)cc1 (stereo not given) | -19.2 | 8.0 | -5.2 | -7.6 | -44.8 | -22.1
CN(C)C(=S)Nc1nnc(Nc2ccccc2)s1 | -5.7 | 9.8 | -11.2 | 40.1 | -1.0 | -10.7
C=CCOC(=O)C(C)(C)OC(C)=O | 5.9 | 3.1 | 10.8 | 2.0 | 13.9 | -1.9
CC(=O)N1C(OC(C)C)CC(C)N1c1ccccc1 (stereo not given) | -15.8 | 3.4 | -38.4 | -22.8 | -7.5 | -38.3

Part of the list above, comma-delimited.
mol,mec2-1,yeast cln2 rad14,sgs1 mgt1,bub3,rad50,mlh1 rad18
CC(=O)N(C(C)=O)c1ccc2c(c1)Cc1ccccc1-2,-12.9,3.9,17.4,35.3,14.9,15.1
CC1=C(C)C(=O)C2=C(OCCO2)C1=O,-3.2,3.4,29.8,59.4,1.0,26.0

The listing continues:
SMILES | mec2-1 | yeast cln2 rad14 | sgs1 mgt1 | bub3 | rad50 | mlh1 rad18
CC(=O)C(CN(C)C)c1ccccc1 (stereo not given) | 21.3 | -23.2 | -3.9 | 5.2 | 22.1 | -12.3
CC(=O)OCC1OC(n2ncc(=S)[nH]c2=O)C2OC(C)(C)OC12 (stereo not given) | 11.8 | -2.8 | -12.2 | 0.0 | -3.2 | -45.2
CCCOC(=O)C(CC)CC(C)C (stereo not given) | 2.9 | -22.7 | -4.0 | 9.3 | -5.0 | 14.8
CCCN1CCc2c([nH]c3cc(OC)ccc23)C1C (stereo not given) | -4.2 | 1.9 | -5.0 | 7.3 | 27.9 | 3.2
O=C(Nc1ccccc1[N+](=O)[O-])Oc1ccc(-c2ccccc2)cc1 | 5.8 | -7.7 | 9.1 | 46.4 | 9.1 | -28.9
NCCSSC/C=C\CSSCCN | 1.5 | 16.2 | -24.1 | -15.8 | 2.6 | -12.9
CCc1cc(Cl)c(O)c(Cl)c1 | 18.2 | -0.1 | 6.2 | 17.5 | 4.2 | 19.0
COc1ccc(NC(=O)CC2SC(=Nc3ccc(Cl)cc3C)NC2=O)c([N+](=O)[O-])c1 (stereo not given) | -12.2 | -9.3 | -31.2 | -7.3 | -3.5 | -5.5
CC(=O)OC1CCC2(C)C(=CCC3C2CCC2(C)C(/C(C)=N/NC(N)=O)CCC32)C1 (stereo not given) | -2.8 | -39.6 | -0.1 | -0.6 | 14.4 | -0.5
CCCCC(C(=O)OCC)C(=O)c1ccccc1 (stereo not given) | -1.2 | -8.2 | -3.8 | 28.2 | 53.9 | -16.9
CCCCCCC1(/C=C/c2ccc(Cl)cc2Cl)OCC(C)(C)CO1 | 15.1 | 1.4 | 0.8 | 1.8 | -9.1 | 12.2
CCNS(=O)(=O)c1cc(C(=O)O)cc(C(=O)O)c1 | -7.6 | -28.9 | -5.0 | -5.5 | 6.9 | 0.1
COc1cc2c(c(OC)c1OC)CCCC2=O | -10.4 | -130.4 | -4.5 | -4.7 | 0.2 | -4.9
O=C(O)/C=C/C=C/c1ccccc1 | 8.9 | -2.7 | 49.9 | 16.4 | 8.9 | 32.8
COC(=O)N1c2ccccc2[C@@H](O)[C@@H]1OC | 11.7 | -4.7 | 7.2 | 11.7 | 14.4 | -6.6
CC(C)SC(C)(NC(=O)C1C(C)(C)CCC1(C)C)C(=O)O (stereo not given) | 1.4 | 1.5 | -24.6 | 5.5 | -52.6 | -49.5
O=[N+]([O-])/C(C=Nc1ccccc1)=C/Nc1ccccc1 | 67.3 | 37.5 | 83.5* | 31.6 | 71.5* | 76.6*
CCCC(O)CO (stereo not given) | 1.9 | -0.6 | 0.1 | -0.5 | 5.5 | 40.2
O=C(CCC(=O)C1CCCC1=O)Nc1cccc([N+](=O)[O-])c1 (stereo not given) | 16.3 | 15.8 | -11.8 | -14.1 | -8.7 | -1.8
C=CCCC(=O)O | -0.6&-2.1 | 5.8&54.4 | 4.3&-11.3 | 9.6&64.5 | 2.5&1.2 | 0.9&-40.5
Nc1cc([N+](=O)[O-])ccc1-c1ccc([N+](=O)[O-])cc1 | -2.2 | 10.2 | 8.1 | 15.2 | 3.2 | -8.8
CN(C)Cc1cc(C(C)(C)C)cc(CN(C)C)c1O | -6.2 | -20.1 | -13.0 | -36.4 | -4.0 | -0.1
CCCCCCCCCCCCCCCCCC(=O)OC1CCCCC1C1CCCCC1 (stereo not given) | 9.8 | -1.1 | -13.0 | -1.6 | 29.4 | -3.6
Cc1nc2ccccc2nc1N | 1.8 | 4.2 | 0.2 | -2.4 | -2.1 | -5.8

Sorted by SMILES length (smallest number first): 4 of the compounds above
SMILES | mec2-1 | yeast cln2 rad14 | sgs1 mgt1 | bub3 | rad50 | mlh1 rad18
CCCC(O)CO (stereo not given) | 1.9 | -0.6 | 0.1 | -0.5 | 5.5 | 40.2
Cc1nc2ccccc2nc1N | 1.8 | 4.2 | 0.2 | -2.4 | -2.1 | -5.8
COc1cc2c(c(OC)c1OC)CCCC2=O | -10.4 | -130.4 | -4.5 | -4.7 | 0.2 | -4.9
CCCCCCCCCCCCCCCCCC(=O)OC1CCCCC1C1CCCCC1 (stereo not given) | 9.8 | -1.1 | -13.0 | -1.6 | 29.4 | -3.6

The results go on.
SMILES | mec2-1 | yeast cln2 rad14 | sgs1 mgt1 | bub3 | rad50 | mlh1 rad18
[O-][n+]1c(Cl)c(Cl)[n+]([O-])c2[nH]c(C(F)(F)F)nc21 | -21.0 | -3.4 | -26.1 | -34.9 | -19.4 | 3.2
CCCn1c(C)nc2cc(C)cc(N)c21 | 20.4 | -17.4 | 11.0 | -1.1 | 19.2 | 1.7
COC(=O)c1ccncc1 | 3.0 | -35.8 | -2.8 | 10.4 | -2.6 | -0.5
O=CCC(=O)c1ccc(Br)cc1 | 3.1 | 2.5 | 2.3 | -11.7 | 8.9 | 6.8
O=C(/C=C/c1ccsc1)c1ccsc1 | -51.9 | 3.6 | -22.9 | 9.5 | -38.9 | -3.0
CCC(C)(O)C(=O)O (stereo not given) | -9.4 | -4.8 | -32.4 | -13.3 | 9.8 | -15.2
COc1cc(/C=C2/SC(=S)NC2=O)cc(OC)c1O | 30.9 | -1.6 | 71.4* | 42.6 | 46.4 | 41.2
CC(=O)Nc1ccc(-c2nnc(SCC(=O)Nc3ccccc3[N+](=O)[O-])o2)cc1 | -14.8 | 10.4 | 1.6 | -33.5 | -13.9 | -17.1
COC1CCC(/C(C#N)=C/C2CCC(N(C)C)CC2)CC1 (stereo not given) | 16.2 | 10.6 | 20.9 | 9.8 | 12.9 | 18.6
O=C(CCC(=O)NO)NO | -12.6 | -17.7 | 4.8 | -20.9 | 1.4 | -15.9
